Screening data (PubChem BioAssay)
SKN-1 block = suppressors of acrylamide-induced Pgst-4::GFP reporter in worms, primary screen, SKN-1 inhibitor project, whole organism, uHTS, GFP/RFP fluorescence ratio, strain VP596; C. elegans VP596 Pgst-4::GFP/RFP ratio, 24 h; inhibition, % at 21.8 µM; 360,000 tested, 0.49% active;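 active means interference check ratio from 0.5 to 1.5 plus GFP to RFP signal ratio inhibition reaching or exceeding a fixed threshold, cut at about 30% in these data, passing the limit was not always enough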; further: some compounds called inactive have numbers as strong as hits
STEP inh = STEP phosphatase inhibitors, primary screen, biochemical, fluorescence intensity, uHTS. recombinant STEP, OMFP fluorogenic substrate. inhibition, % at 20 µM. 360,000 tested, 0.25% active. AID 588621, 2011;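 active means inhibition at 20 µM, scaled per plate between control wells, above about 37%, limit read from the data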;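 further: 0% = DMSO with enzyme and substrate and 100% = substrate only without enzyme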
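Measure: Control-normalized % inhibition with plate pattern correction | Test system: STEP phosphatase, cell-free reaction | Medium: pH 6.0 Bis-Tris with DTT and Tween 20 | Technique: Fluorescence, 480/540 nm | Times: Reaction 20 min, ambient temperature | Doses: Single compound dose of 20 µM, 1% DMSO final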
NadD inh = inhibitors of S. aureus NadD, primary screen, biochemical, colorimetric, uHTS; Nicotinate-nucleotide adenylyltransferase NadD (Staphylococcus aureus N315); purified NadD enzyme, colorimetric absorbance read-out; inhibition, % at 20 µM; 360,000 tested, 0.78% active; in the data active means inhibition above about 26%; further: some compounds past the cut are filed as inactive
LMPTP block = LMPTP phosphatase inhibitors, primary screen, biochemical, fluorescence intensity, uHTS. 360,000 tested, 0.22% active. Low molecular weight phosphotyrosine protein phosphatase (Homo sapiens), P24666. recombinant LMPTP-A, OMFP fluorogenic substrate. inhibition, % at 20 µM;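 active means compounds that cut the enzyme signal by at least half of the control window in the single-dose screen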;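 further: plate controls were DMSO wells with enzyme plus substrate for no effect and substrate without enzyme for full effect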
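Test system: LMPTP-A phosphatase enzyme; input: 0.625 nM LMPTP-A final; reagent: OMFP substrate, 400 µM final; compound dosing: 20 µM single dose, 3% DMSO; incubation: 50 min dark incubation at room temperature; measured by: endpoint fluorescence intensity from OMFP dephosphorylation; measure: % inhibition relative to no-enzyme and uninhibited control wells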
Tb MetRS inh = T. brucei MetRS inhibitors, primary screen, biochemical, luminescence. inhibition, % at 11.9 µM. purified T. brucei MetRS, ATP depletion, Kinase-Glo luminescence. 360,000 tested, 0.4% active. methionyl-tRNA synthetase (Trypanosoma brucei brucei). AID 624268, 2012;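 active means inhibition above a per-plate cutoff of the control wells' mean inhibition plus 3 SD, cut at about 5.5% in these data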;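 further: 0% = DMSO wells median and 100% = median of wells with control inhibitor compound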
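assay system = parasite MetRS enzyme | timing = 15 min preincubation, 2 h reaction, all 25 °C | evaluation = percent inhibition relative to median high and low control wells | medium = HEPES buffer containing pyrophosphatase, BSA, spermine, DTT | compound = single dose, 11.9 µM final nominal, 0.9% final DMSO | detection = Kinase-Glo luminescence, ATP depletion format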
Scp1 inh = Scp-1 phosphatase inhibitors, primary screen, biochemical, colorimetric, uHTS | 340,000 tested, 0.88% active | Recombinant Scp1, phosphopeptide, malachite green phosphate absorbance | inhibition, % at 20 µM;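 active means inhibition above about 50% at 20 µM, limit read from the data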;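 further: plate controls were DMSO wells with enzyme for no effect and wells lacking enzyme for full effect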
Target sequence (Q9GZU7 76-261 limits assumed): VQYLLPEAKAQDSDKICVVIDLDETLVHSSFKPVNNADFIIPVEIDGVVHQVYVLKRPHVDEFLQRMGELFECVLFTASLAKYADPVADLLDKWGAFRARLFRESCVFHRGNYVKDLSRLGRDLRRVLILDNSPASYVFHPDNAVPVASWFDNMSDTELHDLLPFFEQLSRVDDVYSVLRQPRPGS
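Test system: SCP-1 phosphatase catalytic domain, residues 76-261; measured by: colorimetric phosphate reagent with accelerator and stabiliser, absorbance at 630 nm; timing: enzyme reaction 45 min at room temperature, colour 5 min, stabilisation 30 min; also added: Phosphorylated 17-residue peptide substrate; compound dosing: one concentration, 20 µM, with 1.0% DMSO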
CendR NRP1 mod = modulators of CendR peptide binding to NRP-1, primary screen, biochemical, fluorescence polarization, uHTS; Neuropilin-1 (Homo sapiens), O14786; FAM-RPARPAR peptide binding to NRP-1; inhibition, % at 25 µM; 360,000 tested, 0.85% active; AID 602438, 2012;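 active means inhibition or corrected inhibition above about 18%, plus a signal ratio from 0.5 to 1.5, limit read from the data, passing the limit was not always enough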; further: strong numbers were not always called active
Target sequence (O14786 whole entry, looked up): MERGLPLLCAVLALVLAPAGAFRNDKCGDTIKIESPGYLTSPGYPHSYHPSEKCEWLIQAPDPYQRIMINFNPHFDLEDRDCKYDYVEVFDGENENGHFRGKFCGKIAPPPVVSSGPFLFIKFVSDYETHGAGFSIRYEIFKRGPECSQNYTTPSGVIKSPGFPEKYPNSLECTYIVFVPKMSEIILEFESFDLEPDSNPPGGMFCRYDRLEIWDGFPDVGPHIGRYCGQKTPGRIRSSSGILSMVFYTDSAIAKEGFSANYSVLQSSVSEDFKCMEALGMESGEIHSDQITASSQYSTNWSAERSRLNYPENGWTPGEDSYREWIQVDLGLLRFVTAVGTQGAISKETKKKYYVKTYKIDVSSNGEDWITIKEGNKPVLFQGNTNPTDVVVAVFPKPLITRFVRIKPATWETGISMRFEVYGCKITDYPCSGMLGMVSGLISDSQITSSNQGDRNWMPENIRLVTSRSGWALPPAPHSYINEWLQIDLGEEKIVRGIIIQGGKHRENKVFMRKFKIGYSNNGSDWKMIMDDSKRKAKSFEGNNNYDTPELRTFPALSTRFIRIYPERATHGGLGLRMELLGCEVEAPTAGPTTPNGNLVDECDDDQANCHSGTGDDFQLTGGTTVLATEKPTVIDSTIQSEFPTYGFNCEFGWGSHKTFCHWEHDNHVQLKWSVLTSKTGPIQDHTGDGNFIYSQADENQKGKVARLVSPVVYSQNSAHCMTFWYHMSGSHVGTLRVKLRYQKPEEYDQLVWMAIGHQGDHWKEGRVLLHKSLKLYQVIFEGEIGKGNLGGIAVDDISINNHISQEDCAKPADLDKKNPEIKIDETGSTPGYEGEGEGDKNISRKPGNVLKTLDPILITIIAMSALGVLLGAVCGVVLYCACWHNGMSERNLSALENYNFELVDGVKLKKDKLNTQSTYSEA
Neddylation inh = inhibitors of cullin neddylation, primary screen, biochemical, TR-FRET, uHTS, NAE and Ubc12. NEDD8-conjugating enzyme Ubc12 (Homo sapiens) + NEDD8-activating enzyme E1 regulatory …. calls only at 25 µM. 360,000 tested, 0.58% active. AID 651699, 2012; in the data active means inhibition above about 36%
SUMO1-SIM PPI = modulators of SUMO1 protein-protein interactions, primary screen, biochemical, uHTS; Small ubiquitin-related modifier 1 (Homo sapiens), P63165; SUMO1 binding to a labelled peptide, TR-FRET, 1 h; inhibition, % at 20 µM; 360,000 tested, 0.33% active; AID 602429, 2012; in the data active means inhibition above about 37%
DNMT1 block = human DNMT1 methyltransferase inhibitors, primary screen, biochemical, molecular beacon, fluorescence, HinP1I cleavage, uHTS; 360,000 tested, 0.83% active; AID 588458, 2011; inhibition (reported as % activation of signal), % at 10 µM; in the data active means inhibition above about 50%
The depositor's hits bear a star; i = inactive; nt = not tested or not shown.

entry	Compound	SKN-1 block	STEP inh	NadD inh	LMPTP block	Tb MetRS inh	Scp1 inh	CendR NRP1 mod	Neddylation inh	SUMO1-SIM PPI	DNMT1 block
1	CCC(Sc1nccn1C)C(=O)Nc1ccc(Cl)cn1 (stereo not drawn)	-1	0	0	0.0	0.0	-3	0	i	-8	0
2	COc1ccccc1CN(C)c1nnnn1-c1ccccc1	11	-1	4	0.6	0.3	-6	12	i	-2	1
3	O=C(Nc1cccnc1)c1ccc(COc2ccccc2Cl)o1	0	-1	3	-0.3	-0.4	-11	-2	i	-1	-3
4	O=C(c1cccc(S(=O)(=O)N2CCc3ccccc32)c1)N1CCCC(C(F)(F)F)C1 (stereo not drawn)	4	0	-7	0.0	-0.5	-4	-2	i	6	3
5	CSc1ncnc2c1ncn2CCCNCC(C)c1ccccc1 (stereo not drawn)	-2	-2	-3	-0.6	0.9	nt	0	i	4	2
6	Cc1ccc(S(=O)(=O)Oc2ccc(/C=C(/NC(=O)c3ccccc3)C(=O)O)cc2)cc1	8	-1	1	0.3	-1.0	9	0	i	0	1
7	CCOC(=O)CNC(c1ccccc1)c1cc(Br)ccc1NC(=O)CCN1CCOCC1 (stereo not drawn)	6	2	28	-0.4	0.0	-3	0	i	6	0
8	COc1ccc(C(=O)CNc2ccc(C)cc2C)cc1	-4	0	-5	0.6	-0.6	-5	-1	i	1	2
9	COc1cccc(-c2cc(C(=O)Nc3cnn(Cc4ccc(F)cc4)c3)no2)c1	-12	-1	0	-1.4	-0.7	-2	4	nt	0	0
10	CCC1CCCCN1Cc1nc2c(c(=O)n(C)c(=O)n2C)n1Cc1ccccc1 (stereo not drawn)	3	2	3	-0.6	-0.1	-17	8	i	0	2
11	CC(C)(CO)CNC1CCCN(C2Cc3ccccc3C2)C1 (stereo not drawn)	11	-2	-7	-1.8	-0.6	-3	-2	i	-5	-3
12	CC(NC(=O)COC(=O)c1ccc(S(=O)(=O)N2CCOCC2)cc1)c1ccccc1 (stereo not drawn)	-12	0	-6	-1.0	0.1	4	-113	i	-4	4
13	O=C(NCc1ccncc1)[C@@H]1CCCN1C(=O)[C@@H]1CCCN1C(=O)c1ccccc1Cl	9	nt	0	-1.6	-0.4	nt	-13	i	0	nt
14	CC(C)Oc1ccc(S(=O)(=O)N2CCCCC2)cc1NC(=O)C1CSC2(C)CCC(=O)N12 (stereo not drawn)	15	-3	2	-1.0	-0.4	-3	-4	i	-2	0
15	CC(=O)c1c(C)oc2ccc(NS(=O)(=O)c3ccccc3)cc12	-8	2	-4	0.8	0.5	-7	2	i	4	-1
16	Nc1nnc(SCc2ccc(Cl)cc2)s1	13	-2	7	-2.3	-0.3	2	26*	i	-5	1
17	CCOC(=O)c1c(C)c(C(=O)NCCCN2CCCC2=O)c(C)n1CC	-20	1	-4	-1.4	-0.2	-6	-14	i	1	4
18	CCOc1ccc(NC(=O)c2sc3nc4n(c(=O)c3c2C)CCC4)cc1	14	0	7	-0.9	-0.5	-9	-3	i	12	0
19	COc1ccccc1N1CC(C(=O)OC(C)C(=O)Nc2ccc(F)cc2)CC1=O (stereo not drawn)	13	-1	4	-0.3	-0.4	nt	8	i	1	0
20	O=C(Oc1cccc(-n2cnnn2)c1)c1sc2ccccc2c1Cl	-3	3	1	15	-1.3	-4	3	i	-1	19
21	FCCCOc1ccc(-c2nccc(-c3ccccn3)n2)cc1	66*	2	-6	2.7	-0.9	-11	21*	i	2	-1
22	CC(C)(C)S(=O)(=O)/C(C#N)=C/c1sccc1C1OCCO1	9	1	1	-1.0	-0.1	-7	5	i	-24	-2
23	CC(=O)Nc1ccc(S(=O)(=O)N2CCc3c(Cl)cccc3C2)cc1	6	-2	5	0.0	-1.2	-3	-12	i	0	-1
24	O=P1(Nn2cnnc2)C=C(c2ccccc2)OC(c2ccccc2)=C1	8	0	4	-0.6	-0.3	-8	-6	i	-2	0
25	CC1CN(S(=O)(=O)c2cccc(C(=O)OCC(=O)NCc3ccccc3)c2)CC(C)O1 (stereo not drawn)	5	0	1	0.7	-0.2	-3	-6	i	4	7
26	COCCCNC(=O)C(=O)NC1CCCCC1C (stereo not drawn)	1	1	-6	-0.8	0.3	-9	-4	i	2	5
27	C#CCN1C(=O)C(O)(CC(=O)/C=C/C=C/c2ccccc2)c2ccccc21 (stereo not drawn)	8	-1	6	0.9	-0.3	-21	4	i	-12	-8
28	O=C(Nc1ccc2c(c1)OCCO2)C(c1ccc(C(F)(F)F)cc1)n1c(=O)c(-c2cc3ccccc3[nH]2)nc2ccccc21 (stereo not drawn)	4	nt	nt	6.2	-0.3	nt	-8	nt	1	nt
29	O=C(Nc1ncccc1O)c1ccc(Cl)c(S(=O)(=O)N2CCCCC2)c1	-2	3	-2	0.0	0.3	-4	18	i	-8	-1
30	O=[N+]([O-])c1ccccc1S(=O)(=O)Oc1ccc(C(=S)N2CCOCC2)cc1	-4	2	-2	0.6	-0.6	-15	3	i	-16	8

Compound profiles, from the list above. Values in the order: SKN-1 block | STEP inh | NadD inh | LMPTP block | Tb MetRS inh | Scp1 inh | CendR NRP1 mod | Neddylation inh | SUMO1-SIM PPI | DNMT1 block
FCCCOc1ccc(-c2nccc(-c3ccccn3)n2)cc1 in the list: 66* | 2 | -6 | 2.7 | -0.9 | -11 | 21* | i | 2 | -1
COCCCNC(=O)C(=O)NC1CCCCC1C (stereo not drawn) in the list: 1 | 1 | -6 | -0.8 | 0.3 | -9 | -4 | i | 2 | 5

The results go on:
entry	Compound	SKN-1 block	STEP inh	NadD inh	LMPTP block	Tb MetRS inh	Scp1 inh	CendR NRP1 mod	Neddylation inh	SUMO1-SIM PPI	DNMT1 block
31	Clc1ccccc1Cn1nnc2c(NCC3CC3)ncnc21	3	0	5	0.4	-1.3	2	6	i	-2	-2
32	COc1cc(OC)c(OC)cc1CNC(=O)CCN1C(=O)c2cccc([N+](=O)[O-])c2C1=O	13	0	1	0.2	0.0	-5	8	i	-38	1
33	S=C(NCCCc1ccccc1)NC1CCCCC1	10	0	1	-0.7	-0.3	5	10	i	2	0
34	C=CCOc1cccn2c(N(C=O)Cc3ccccc3)c(CC)nc12	2	2	4	0.7	0.3	nt	-12	i	0	1
35	COc1ccccc1Nc1nc(-c2sc(NC(=O)c3ccccc3)nc2C)cs1	15	0	29	-0.6	0.0	2	-36	i	2	-8
36	O=C(/C=C/[C@H]1O[C@@H](n2cnc3c(NC(=O)c4ccccc4)ncnc32)[C@H](O)[C@@H]1O)NCC1CCCCC1	-2	0	-3	-0.9	0.6	nt	8	i	6	1
37	Cn1c(SCc2cccc(Br)c2)nc2ccccc2c1=O	19	3	-3	1.8	0.3	-14	-10	i	6	4
38	CC(=O)c1cccc(NC(=O)CCN2C(=O)C3C4CCC(C4)C3C2=O)c1 (stereo not drawn)	-7	-2	-2	-1.2	0.2	0	8	i	4	3
39	CC(C)c1ccc(NC(=O)CSc2nc(-c3ccccc3F)nc3nc[nH]c23)cc1	11	1	29	0.4	-0.6	-10	-21	i	4	2
40	Cc1ccccc1-c1nc(CS(=O)CC(=O)NCc2ccccn2)c(C)o1 (stereo not drawn)	-4	-1	2	0.2	-0.2	-16	-6	i	2	-6
41	CCOC(=O)CSc1nc(C(C)C)nc2sc(C)c(C)c12	8	4	-3	3.0	-1.2	-1	11	i	-1	12
42	CC(C)(C)OC(=O)NCCCC[C@@H](C(=O)NCCCCCCCCCCC(=O)N1CCN(C(=O)OC(C)(C)C)CC1)n1cc(CCO)nn1	10	2	-8	-0.9	-0.3	-2	-6	i	38	-5
43	CCC(=O)Nc1ccc(NC(=O)CSc2nnnn2-c2ccc3c(c2)OCCO3)cc1	-3	-3	-2	-1.8	-1.0	4	-24	i	-1	2
44	COc1ccc(C(CNC(=O)c2cccc(NS(=O)(=O)c3ccc(C)c(F)c3)c2)N(C)C)cc1 (stereo not drawn)	13	-2	-6	-10.0	-0.4	-6	-1	i	-63	-4
45	O=C(CNC(=S)N(Cc1ccccc1)Cc1ccccc1F)NCCc1ccc(Cl)cc1	12	1	2	4.7	-0.3	1	-6	i	-1	-6
46	CCC(=O)N1c2ccc(S(=O)(=O)N3CCOCC3)cc2CC1C (stereo not drawn)	6	-1	-4	-1.3	-0.1	-1	8	i	-1	-1
47	CC(=O)N1C[C@H]2CON(C)[C@H]2C[C@H]1c1cccc(-c2cc(Cl)cc(Cl)c2)c1	6	0	0	-2.6	-1.5	nt	4	i	5	-2
48	Nc1ccccc1SC1CC(=O)N(Cc2ccccc2)C1=O (stereo not drawn)	6	1	1	-0.7	-1.0	-6	1	i	2	-13

By substructure: the entries above containing an aryl thioether with sulfur outside any ring
entry	Compound	SKN-1 block	STEP inh	NadD inh	LMPTP block	Tb MetRS inh	Scp1 inh	CendR NRP1 mod	Neddylation inh	SUMO1-SIM PPI	DNMT1 block
1	CCC(Sc1nccn1C)C(=O)Nc1ccc(Cl)cn1 (stereo not drawn)	-1	0	0	0.0	0.0	-3	0	i	-8	0
5	CSc1ncnc2c1ncn2CCCNCC(C)c1ccccc1 (stereo not drawn)	-2	-2	-3	-0.6	0.9	nt	0	i	4	2
16	Nc1nnc(SCc2ccc(Cl)cc2)s1	13	-2	7	-2.3	-0.3	2	26*	i	-5	1
37	Cn1c(SCc2cccc(Br)c2)nc2ccccc2c1=O	19	3	-3	1.8	0.3	-14	-10	i	6	4
39	CC(C)c1ccc(NC(=O)CSc2nc(-c3ccccc3F)nc3nc[nH]c23)cc1	11	1	29	0.4	-0.6	-10	-21	i	4	2
41	CCOC(=O)CSc1nc(C(C)C)nc2sc(C)c(C)c12	8	4	-3	3.0	-1.2	-1	11	i	-1	12
43	CCC(=O)Nc1ccc(NC(=O)CSc2nnnn2-c2ccc3c(c2)OCCO3)cc1	-3	-3	-2	-1.8	-1.0	4	-24	i	-1	2
48	Nc1ccccc1SC1CC(=O)N(Cc2ccccc2)C1=O (stereo not drawn)	6	1	1	-0.7	-1.0	-6	1	i	2	-13
